High-throughput results: PubChem, Sanford-Burnham Center for Chemical Genomics
MPTP inh: blocks calcium-induced mitochondrial swelling | AID 602449 | inhibition, % at 10 µM | 1.4% of 360,000 active | isolated mouse mitochondria, Ca2+ swelling absorbance, 30 min;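 active = inhibition of 50% or more, scaled per plate between neutral and stimulator controls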;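 note: 0% = DMSO wells given calcium and 100% = 1 mM EGTA wells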
beta cell repl: induces beta-cell replication in MIN6 cells; MIN6 cells proliferation, ATPlite luminescence, 48 h; cells starved in 0.2% serum; 100% = growth in 10% serum; 0.29% of 330,000 active; AID 2380; proliferation, % at 10 µM;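 active = compounds whose signal lies at least 3.5 SD above the mean of all wells on their plate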;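 note: 0% = DMSO-treated cells in low-serum medium and 100% = 10% serum control; some compounds called inactive have numbers as strong as hits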
APJ ag: APJ receptor agonism. P35414. activation, % at 20 µM. 0.11% of 330,000 active. AID 2520. CHO-K1 APJ PathHunter beta-arrestin, luminescence; 0% DMSO wells, 100% apelin;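 active = activation more than six SD over the plate average, tested at 20 µM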;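 note: 0% = DMSO alone and 100% = apelin-13 at 10 nM; some results filed as inactive read as strong as hits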
Target sequence (P35414 whole entry, looked up): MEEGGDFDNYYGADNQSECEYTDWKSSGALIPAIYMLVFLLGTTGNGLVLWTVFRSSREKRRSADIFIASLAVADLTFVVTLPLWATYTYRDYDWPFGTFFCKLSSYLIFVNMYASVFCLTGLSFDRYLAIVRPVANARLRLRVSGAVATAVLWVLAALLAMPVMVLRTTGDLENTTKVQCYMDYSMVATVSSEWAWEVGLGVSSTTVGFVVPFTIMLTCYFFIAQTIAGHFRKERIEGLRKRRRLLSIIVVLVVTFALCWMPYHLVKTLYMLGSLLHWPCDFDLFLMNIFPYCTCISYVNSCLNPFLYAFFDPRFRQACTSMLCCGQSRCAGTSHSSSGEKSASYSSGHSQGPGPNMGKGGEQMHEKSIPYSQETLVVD
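assay system = CHO-K1 APJ beta-arrestin complementation cell line | input = cell density 1000 per well | dosing = compound 20 µM once, DMSO 1% | timing = compound 90 min 25 °C, reagent 1 h | measured by = luminescence from split beta-galactosidase complementation, Galacton Star/Emerald II substrate | read-out basis = APJ agonist activity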
APJ antag: antagonists of human APJ apelin receptor; P35414; CHO-K1 APJ beta-arrestin complementation, luminescence; inhibition, % at 20 µM; 0.32% of 330,000 active;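 active = inhibition above about 40% at 20 µM, limit read from the data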;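 note: cells challenged with 10 nM apelin-13 agonist together with compound; plate controls were apelin-13 plus DMSO wells for no effect and DMSO wells lacking apelin-13 for full effect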
tim10-1 inh: growth inhibitors of tim10-1 mutant yeast; S. cerevisiae tim10-1 ts strain growth, BacTiter-Glo, 24 h; inhibition, % at 20 µM; 2.2% of 330,000 active;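 active = inhibition of at least 40%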;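 note: mutant grown at 25 °C; 0% = DMSO wells with yeast and 100% = wells holding no yeast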
NLRP3 yeast inh: blocks the NALP3 inflammasome reconstituted in yeast; 0.39% of 330,000 active; inhibition, % at 10 µM; AID 2825; Yeast reconstituted NLRP3/ASC/caspase-1, beta-gal luminescence, 24 h;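 active = inhibition of 50% or more; inactive = inhibition below 50%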;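 note: plate controls were induced DMSO wells for no effect and uninduced yeast grown without galactose for full effect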
tim23-1 inh: tim23-1 yeast growth inhibition; S. cerevisiae tim23-1 growth, BacTiter-Glo luminescence, 24 h; inhibition, % at 20 µM; 1.3% of 330,000 active;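 active = growth inhibition of the mutant yeast at or above 50%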;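 note: temperature-sensitive mutant grown at 25 °C; plate controls were DMSO-treated mutant yeast for no effect and medium wells lacking yeast for full effect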
NR3A LBD binder: modulates the human NR3A ligand-binding domain; NR3A LBD differential scanning fluorimetry, Tm shift; 0% = protein alone, 100% = glycine-bound protein; 2.5% of 340,000 active; Tm shift relative to glycine control, % at 25 µM;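 active = melting temperature shift of at least 10% of the positive control shift, at one fixed dose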
TIM10 inh: TIM10 yeast growth inhibition. S. cerevisiae TIM10 strain growth, BacTiter-Glo luminescence, 24 h. inhibition, % at 10 µM. 1.4% of 330,000 active. AID 463195;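 active = inhibition of 40% or more at the single tested concentration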;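 note: wild-type TIM10 isogenic control strain grown at permissive 25 °C; 0% = DMSO yeast wells and 100% = minimal medium wells without yeast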
Numbers without * were called inactive.

SMILES | MPTP inh | beta cell repl | APJ ag | APJ antag | tim10-1 inh | NLRP3 yeast inh | tim23-1 inh | NR3A LBD binder | TIM10 inh
COC(=O)c1sccc1NC(=O)c1ccc(Br)o1 | -0.9 | -2 | -3 | -13 | 3 | 53* | 8 | -2 | -1
COc1ccc(-c2noc(Cc3cccs3)n2)cc1 | -3.5 | 2 | -1 | 19 | 6 | 11 | 1 | 1 | -5
O=C(NCCc1c[nH]c2ccc(Cl)cc12)c1ccc([N+](=O)[O-])cc1 | 2.1 | -1 | 9 | -50 | 10 | 7 | -11 | 18* | 2
COc1ccc(Nc2nc(NCc3ccco3)nc(N/N=C/c3ccccc3)n2)cc1 | -1.9 | -2 | -4 | 3 | 7 | 32 | 21 | -2 | 8
O=C(COc1ccc(F)cc1F)N1CCCCCCC1 | 0.7 | -1 | -1 | 8 | 9 | -1 | 8 | 1 | 9
COc1cc(CNCCNC(=O)c2nonc2N)ccc1OCc1ccc(Cl)nc1 | 6.6 | -1 | 0 | 7 | 9 | -1 | -4 | -3 | 11
CC(=O)N1C(=O)CC(C)N(C(C)=O)c2ccc([N+](=O)[O-])cc21 (stereo unspecified) | -0.4 | -4 | -2 | -9 | -15 | 15 | 3 | -1 | -2
CC1(C)N=C(N)N=C(N)N1c1cccc(CN)c1 | 0.9 | -1 | 0 | 11 | -30 | 4 | 5 | -1 | -14
CCCNS(=O)(=O)c1ccc(CCC(=O)NCc2ccco2)cc1 | 0.4 | -2 | -5 | -7 | 11 | 13 | 11 | -2 | 4
CN(C)c1ccc(/C=C/c2nc3ccccc3c(=O)n2CCO)cc1 | -0.7 | -2 | -4 | 14 | 38 | 7 | 20 | -1 | 8
COC(=O)CSc1nc2nc(C)c(Br)cc2[nH]1 | 1.3 | 4 | -1 | -19 | 14 | -2 | -15 | 0 | 11
CC1(C)CC(NC(=O)c2cc(COc3cccc(C(F)(F)F)c3)on2)CCO1 (stereo unspecified) | -1.5 | -1 | -4 | 8 | 48* | 14 | 31 | 0 | 13
O=C(CN1C(=O)C2C3C=CC(C3)C2C1=O)Nc1nc(SCc2ccc(Cl)cc2)n[nH]1 (stereo unspecified) | 2.0 | -3 | -5 | 11 | 19 | 8 | 4 | -2 | 19
COC1Cc2ccccc2N(C(=O)N2CCN(CCO)CC2)c2ccccc21 (stereo unspecified) | 2.9 | -2 | 1 | 14 | 0 | 7 | 5 | -1 | 7
O=[N+]([O-])c1cccc(-c2c(-c3ccccc3)ncc3cc(F)ccc23)c1 | 0.9 | -6 | 0 | 13 | 28 | -58 | 38 | 0 | 12
COc1ccc2oc(C(=O)Nc3ccc(S(=O)(=O)N(C)C4CCN(C)CC4)cc3)c(C)c2c1 | -0.6 | -6 | 51* | 4 | 28 | 22 | 25 | 4 | 11
O=C(NCCc1c[nH]c2ccccc12)c1cnccn1 | -3.6 | -3 | -1 | -1 | 6 | 2 | 1 | -5 | 19
Cc1nc(CCNC(=O)c2ccccc2)cs1 | 2.6 | -3 | 0 | -15 | -5 | 21 | 9 | 7 | 11
Cc1c(Cl)c([N+](=O)[O-])nn1CC(=O)NCc1ccco1 | -0.4 | 3 | -2 | -3 | -1 | 11 | 10 | 0 | 4
COc1ccc(-c2ccnc(SCC(=O)N3CCOCC3)n2)cc1 | 0.5 | -4 | -1 | -2 | 3 | 9 | 15 | 0 | 3
COc1ccc(NCC(=O)N/N=C2\CCc3ccccc32)cc1 | 1.0 | -6 | 0 | 2 | 13 | 21 | 14 | 0 | 13
CC1CCCN(S(=O)(=O)c2cccc(C(=O)OCC(=O)N(C)Cc3c(F)cccc3Cl)c2)C1 (stereo unspecified) | -0.3 | -2 | -1 | -11 | 23 | -2 | 19 | 0 | 12
CCCC(=O)OCC(=O)c1[nH]c(C)c(C(C)=O)c1C | 1.3 | 2 | -3 | 8 | 9 | 3 | 4 | -1 | -4
COc1ccccc1C(=O)NCCC(=O)N1CCN(c2ccccc2O)CC1 | -0.1 | -3 | 7 | 0 | 7 | 13 | 16 | 0 | 7
COc1ccc(C(=O)N=C2SC3CS(=O)(=O)CC3N2Cc2ccccc2)cc1OC (stereo unspecified) | 1.0 | -3 | -1 | 11 | 3 | 3 | 5 | 1 | 9
O=C(CN(C(=O)c1ccc2c(c1)OCCO2)c1ccccc1)NCC1CCCO1 (stereo unspecified) | 0.8 | -1 | -2 | 17 | 11 | 6 | 19 | 3 | 0
CCCCOC(=O)Nc1nnc(CC(=O)NCc2ccccc2)s1 | -0.3 | -1 | 1 | -1 | 0 | 22 | -4 | -1 | -11
COc1ccccc1Oc1coc2cc(OCC(N)=O)ccc2c1=O | -1.1 | -4 | 2 | 16 | 16 | -7 | 4 | 2 | 17
CCn1cc(/C=N\NC(=O)c2ccccc2Cl)cn1 | -1.2 | 0 | 0 | -3 | 8 | -7 | 2 | -1 | -2
O=C(CN1CCN(c2ccccn2)CC1)Nc1ccc(OCc2ccccc2)cc1 | 0.9 | -3 | 2 | 2 | 28 | 27 | 35 | -11 | 5
CC(=O)c1c(N2CCN(C(=O)C3CCCO3)CC2)nc(=S)n(-c2ccccc2)c1C (stereo unspecified) | 0.2 | 0 | -3 | -1 | 15 | 6 | 14 | 2 | 17
Cc1cccc(Nc2nc3c(S(=O)(=O)c4ccccc4)nnn3c3ccccc23)c1 | 35 | -4 | -4 | 5 | -13 | 6 | 3 | 8 | -4
CCc1ccc(/C=N/NC(=O)c2cc(-c3ccncc3)nc3ccccc23)s1 | -0.3 | -6 | 0 | 8 | 32 | 9 | 36 | -12 | 17
COCCn1c(C)cc(C(=O)CSc2nc(C)c(C)c(C)n2)c1C | -0.1 | -2 | -2 | 10 | -6 | 16 | 16 | 1 | 9
CC(=O)c1ccc(CCCC(=O)O)cc1 | -0.6 | -2 | -3 | 0 | 8 | -2 | 1 | -1 | -3
CCc1ccc(NC(=S)NC2CCN(Cc3ccccc3)CC2)cc1 | 0.7 | 0 | 5 | -1 | -20 | 40 | 24 | -2 | -27
Cc1cc(C(F)(F)F)nn1CC(=O)NCc1cccs1 | -0.3 | -1 | -2 | -21 | 12 | 13 | 9 | 3 | 11
COc1ccccc1-n1c(SCC(N)=O)nc2c(c1=O)SCC2 | -2.1 | 0 | -2 | 1 | 5 | 10 | -3 | 2 | -5
Cn1c(CCN2CCN(c3ccccn3)CC2)nc2cc(NC(=O)COc3ccccc3)ccc21 | 1.4 | 3 | 0 | -33 | 7 | 3 | 13 | -2 | 5
CCCCCCCC1c2c(c(C)c(C)oc2=O)Oc2c(C)c(C)oc(=O)c21 | -2.3 | -1 | 2 | -4 | 13 | 2 | 22 | -5 | 1

Record cards (already shown). Order of screens: MPTP inh, beta cell repl, APJ ag, APJ antag, tim10-1 inh, NLRP3 yeast inh, tim23-1 inh, NR3A LBD binder, TIM10 inh
CC(=O)c1c(N2CCN(C(=O)C3CCCO3)CC2)nc(=S)n(-c2ccccc2)c1C (stereo unspecified) across the screens: 0.2, 0, -3, -1, 15, 6, 14, 2, 17
CCCCCCCC1c2c(c(C)c(C)oc2=O)Oc2c(C)c(C)oc(=O)c21 across the screens: -2.3, -1, 2, -4, 13, 2, 22, -5, 1
Cc1cc(C(F)(F)F)nn1CC(=O)NCc1cccs1 across the screens: -0.3, -1, -2, -21, 12, 13, 9, 3, 11
Cn1c(CCN2CCN(c3ccccn3)CC2)nc2cc(NC(=O)COc3ccccc3)ccc21 across the screens: 1.4, 3, 0, -33, 7, 3, 13, -2, 5
COc1ccccc1-n1c(SCC(N)=O)nc2c(c1=O)SCC2 across the screens: -2.1, 0, -2, 1, 5, 10, -3, 2, -5

Next results:
SMILES | MPTP inh | beta cell repl | APJ ag | APJ antag | tim10-1 inh | NLRP3 yeast inh | tim23-1 inh | NR3A LBD binder | TIM10 inh
CC(=O)Nc1ccc(S(=O)(=O)NC2(C(F)(F)F)NC(=O)N(c3ccc(C)cc3)C2=O)cc1 (stereo unspecified) | -1.0 | -2 | -3 | -5 | -5 | 5 | -13 | 10* | -8
Nc1nc2c(Cl)ccc(Cl)c2s1 | -8.9 | -1 | 3 | -6 | 19 | 16 | 3 | -1 | -6
CN(C(=O)c1cc2n(n1)C(C(F)(F)F)CC(c1ccco1)N2)c1ccccc1 (stereo unspecified) | 1.4 | -2 | -2 | 18 | 25 | 11 | 23 | -1 | 19
CC1(C)CC(=O)C=C(Nc2ccc(F)cc2F)C1 | 2.1 | -3 | -3 | -7 | 29 | 19 | -7 | -1 | 3
COc1ccc(NS(=O)(=O)c2ccc(C(=O)N(C)Cc3ccc(C)o3)cc2)cc1 | -0.4 | 1 | 2 | 8 | 18 | 3 | 21 | 3 | 13
CC1CCN(C(=S)NC(=O)c2cccs2)CC1 | -0.1 | 1 | -2 | 15 | 3 | 12 | 6 | 0 | -20
O=C(COc1ccc(Br)cc1)Nc1nnc(C2CC2)s1 | 0.1 | -1 | -3 | 17 | -10 | 25 | -2 | 2 | -13
CN(C)CCN(C(=O)c1ccc(N2C(=O)CCC2=O)cc1)c1nc2cc3c(cc2s1)OCO3 | 1.3 | -1 | -1 | -9 | -1 | 1 | 22 | 0 | 4
Cc1ccc(N2CN(Cc3cccnc3)CNC2=S)cc1 | -0.4 | -2 | 0 | 4 | 23 | 18 | 6 | 0 | -16
Cc1ccc(OCC(=O)Nc2ccc(C(=O)O)cc2NC(=O)COc2ccc(C)c(C)c2)cc1C | -0.7 | -1 | -3 | 23 | -1 | 2 | -4 | -1 | -5
CC(=O)N1c2ccc(S(=O)(=O)N3CCCC(C(=O)N4CCCCC4)C3)cc2CC1C (stereo unspecified) | 0.4 | -2 | -1 | -6 | -28 | 6 | 5 | 0 | 10
O=C(NCCCN1CCN(c2ccc(F)cc2)CC1)C1CCCN(c2ncnc3c2nc2n3CCCCC2)C1 (stereo unspecified) | -1.8 | -2 | -4 | -4 | 18 | 9 | 12 | -1 | -2
Cc1ccc(C(=O)N/C(=C/c2cccs2)C(=O)NCCc2c[nH]c3ccccc23)cc1 | 0.0 | 0 | 4 | -2 | 16 | 2 | 28 | -1 | 0
Cc1nnc(NC(=O)CSc2nnc(CNC(=O)c3ccc(F)cc3)o2)s1 | -1.0 | 7 | -3 | 0 | 1 | 9 | 0 | -1 | 5
CCn1c(SCC(=O)Nc2nccs2)nnc1-c1cc2cccc(OC)c2o1 | 3.8 | 1 | -2 | -12 | 0 | -5 | -14 | 1 | -13
Cn1cc(C(=O)N2CCN(c3ccccn3)CC2)c(=O)c2cc(S(=O)(=O)N3CCOCC3)ccc21 | -6.7 | -1 | -2 | 12 | 1 | 7 | -8 | 1 | 18
Cc1ccc(C(=O)NCN2CCN(c3ccccc3)CC2)cc1 | -3.8 | -4 | 9 | 12 | 6 | 11 | 9 | 3 | 1
COCCCNC(=O)c1cc2cc(Br)ccc2oc1=O | -2.0 | -1 | -4 | -7 | 11 | 4 | 10 | -2 | 7
O=C(NC1CCCCC1)C(c1ccco1)N(C(=O)c1csnn1)c1ccccc1 (stereo unspecified) | 1.6 | -1 | -3 | 7 | -11 | 0 | 6 | -2 | 15
CN(C)c1ccc(/C=C2\NC(=S)N(Cc3ccccc3)C2=O)cc1 | 4.2 | -3 | -2 | 16 | 9 | 19 | -1 | 2 | 2
CC1=CC(C)(C)N(C(=O)c2ccc(F)cc2)c2cc3c(cc21)OCO3 | 1.5 | -2 | -3 | 3 | 35 | 14 | 54* | 0 | 39
O=C(Nc1nnc(COc2ccc(F)cc2)s1)Nc1ccccc1F | 7.0 | 2 | 3 | -28 | 2 | 22 | 8 | 0 | -14
O=S1(=O)c2cccc3cccc(c23)N1CCBr | 0.3 | 11 | 0 | 6 | 12 | 8 | 29 | 3 | -5
